PfHsp90 set2: inhibits growth of yeast expressing Plasmodium falciparum Hsp90 | inhibition, % at 9.4 µM | S. cerevisiae expressing PfHsp90, BacTiter-Glo ATP, 48 h; yeast lacking PDR1 and PDR3 efflux regulators | actives 0.32% (n = 310,000);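 active means every replicate shows inhibition above about 80%, whatever the replicate mean, limit read from the data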;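 further: 0% = DMSO neutral controls and 100% = 20 µM radicicol positive controls; yeast relying on Plasmodium falciparum Hsp90 in place of its own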
SR-BI DiI-HDL act: enhances SR-BI lipid uptake from DiI-HDL. CHO ldlA[mSR-BI] cells, DiI-HDL uptake fluorescence, 3 h; 100 = double the neutral-control signal. activation, % at 12.5 µM. actives 0.096% (n = 320,000);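 active means mean replicate activation of at least 60% and every replicate at or above 60%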;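 further: 0% = median plate neutral-control signal and 100% = twice that signal; values of inactives mirror those of a sister screen read the other way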
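System: CHO ldlA[mSR-BI] cells / Medium: HEPES-buffered (25 mM, pH 7.4) F12 plus 0.5% BSA / Probe or stimulus: labelled HDL, 10 µg/mL / Doses: single compound concentration, delivered by pin transfer / Schedule: 3 h, 37 °C / Measured by: DiI fluorescence, bottom read / Measure: cell-associated DiI fluorescence as measure of HDL uptake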
CAL PDZ FP-1: inhibitors of human CAL PDZ peptide binding; purified CAL PDZ, TMR-peptide fluorescence polarization, 1 h; inhibition, % at 20 µM; actives 0.02% (n = 330,000); AID 504414;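 active means highest replicate inhibition of at least 40%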;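 further: plate controls were DMSO neutral control wells for no effect and unlabeled competitor peptide control wells for full effect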
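Material: tagged CAL PDZ domain; buffer or medium: 25 mM sodium phosphate pH 7.4, 150 mM NaCl, TCEP, IgG, Thesit; compound dosing: single point, 20 µM; schedule: 1 h incubation at room temperature before polarization reading; measured by: FP readout, S and P plane fluorescence; read-out basis: percent inhibition from loss of millipolarization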
MITF TRPM1 HTS: MITF TRPM1 promoter activation in melanoma cells; SK-MEL-5 TRPM1-promoter luciferase, 24 h; % of positive control, neutral wells = 0; activation, % at 12.5 µM; actives 0.75% (n = 300,000); AID 588334;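 active means mean activation of at least 80% with every replicate also reaching 80%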;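 further: 0% = neutral control wells and 100% = parthenolide positive control wells; values of inactives mirror those of a sister screen read the other way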
NSD2 inh: inhibitors of human histone methyltransferase NSD2; O96028; NSD2 peptide methylation, AlphaScreen, 120 min; inhibition, % at 12.5 µM; actives 0.54% (n = 310,000); AID 743445; in the data active means inhibition above about 50%
Rtt109 HAT inh: inhibitors of Candida albicans Rtt109/Vps75 histone acetyltransferase; inhibition, % at 34.9 µM; AID 540336; actives 0.16% (n = 330,000); purified Rtt109/Vps75, ThioGlo CoA-SH fluorescence, 4 h;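 active means inhibition of at least 50% in every replicate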
CAL PDZ FP-2: inhibitors of human CAL PDZ peptide binding | actives 0.92% (n = 300,000) | AID 602252 | Q9HD26 | purified CAL PDZ, TMR-peptide fluorescence polarization, 1 h | inhibition, % at 24.9 µM;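 active means mean inhibition of at least 30% with at least half of replicates also reaching 30%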;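 further: 0% = DMSO neutral control and 100% = excess unlabeled competitor peptide PRC23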
PvdQ inh: blocks Pseudomonas aeruginosa PvdQ acylase activity. purified PvdQ acylase, fluorescence plate reader. inhibition, % at 10 µM. actives 0.063% (n = 340,000). AID 488965; in the data active means inhibition above about 30%, passing the limit was not always enough;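 further: 0% = vehicle neutral wells and 100% = reference inhibitor wells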
SR-BI DiI inh: mouse SR-BI HDL lipid transfer inhibition; Q61009; ldlA[mSR-BI] CHO cells, DiI-HDL uptake fluorescence, 3 h; inhibition, % at 12.5 µM; actives 0.96% (n = 320,000);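 active means mean replicate inhibition of at least 70% and a set share of replicates each scoring 70 or more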;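 further: 0% = median of neutral control wells and 100% = median of positive control wells; values of inactives mirror those of a sister screen read the other way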
Target sequence (Q61009 whole entry, looked up): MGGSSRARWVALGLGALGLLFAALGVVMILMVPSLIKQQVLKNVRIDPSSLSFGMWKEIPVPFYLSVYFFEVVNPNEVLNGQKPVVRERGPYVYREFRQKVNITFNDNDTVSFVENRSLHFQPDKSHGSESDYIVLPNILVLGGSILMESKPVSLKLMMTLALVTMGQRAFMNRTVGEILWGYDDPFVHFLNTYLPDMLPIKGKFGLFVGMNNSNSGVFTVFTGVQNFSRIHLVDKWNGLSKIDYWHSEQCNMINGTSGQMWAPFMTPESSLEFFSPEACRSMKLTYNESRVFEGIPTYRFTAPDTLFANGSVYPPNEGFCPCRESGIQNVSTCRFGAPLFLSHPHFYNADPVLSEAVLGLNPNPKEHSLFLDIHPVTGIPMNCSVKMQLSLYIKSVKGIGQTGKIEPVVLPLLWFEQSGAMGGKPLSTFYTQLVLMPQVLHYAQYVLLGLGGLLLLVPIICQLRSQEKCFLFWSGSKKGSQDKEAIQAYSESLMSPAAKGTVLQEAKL
dFosB activator: mouse delta FosB homodimer activation. AID 493131. actives 0.99% (n = 340,000). purified delta FosB, TAMRA-CDK5 oligo fluorescence polarization; percent of positive-control signal above neutral wells. P13346. activation, % at 25 µM;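 active means mean activation above about 17%, with every replicate also reaching it, limit read from the data, passing the limit was not always enough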;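 further: fluorescence polarization rise as delta FosB binds a TAMRA Cdk5 AP-1 oligo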
Target sequence (P13346 whole entry, looked up): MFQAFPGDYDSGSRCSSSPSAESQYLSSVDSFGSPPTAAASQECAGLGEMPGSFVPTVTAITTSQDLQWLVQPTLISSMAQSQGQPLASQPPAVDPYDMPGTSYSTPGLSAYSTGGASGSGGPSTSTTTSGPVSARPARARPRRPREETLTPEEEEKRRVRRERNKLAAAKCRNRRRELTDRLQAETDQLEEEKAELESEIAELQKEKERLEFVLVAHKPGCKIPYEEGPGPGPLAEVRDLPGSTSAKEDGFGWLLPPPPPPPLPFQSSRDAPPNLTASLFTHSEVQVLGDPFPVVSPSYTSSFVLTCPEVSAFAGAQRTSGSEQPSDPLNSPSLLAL
Active calls of the source: *; · = no result given.

cpd | molecule | PfHsp90 set2 | SR-BI DiI-HDL act | CAL PDZ FP-1 | MITF TRPM1 HTS | NSD2 inh | Rtt109 HAT inh | CAL PDZ FP-2 | PvdQ inh | SR-BI DiI inh | dFosB activator
1 | CC(C)C[C@H](NC(=O)C1CC(=O)N(c2ccc3c(c2)OCO3)C1)C(=O)NCc1ccco1 (some centres not stated) | -14 | -5 | -0.7 | -2 | -2 | -5 | 0 | -9 | 5 | -6
2 | CCOC(=O)c1ccc(CNS(=O)(=O)c2c(C)ccc3nsnc23)o1 | -7 | -9 | -0.4 | 4 | -1 | -34 | -3 | -4 | 9 | 5
3 | NS(=O)(=O)c1cc(C(=O)Nc2ccc3c(c2)CCC3)ccc1Cl | 6 | -53 | -1.5 | 113* | 3 | 6 | -4 | -2 | 53 | -6
4 | CC1CN(C(=O)CCNC(=O)c2ccc(Br)cc2)CC(C)O1 (configuration not stated) | 19 | 6 | -1.8 | -3 | 3 | -4 | 0 | -14 | -6 | 4
5 | Cc1cc(S(=O)(=O)N2CCN(CC(=O)NCCc3cccs3)CC2)ccc1Br | 1 | 3 | -2.7 | -3 | 0 | 1 | -3 | -10 | -3 | -17
6 | Cn1c(COc2ccc([N+](=O)[O-])cc2)nnc1SCC(=O)NCC1CCCO1 (configuration not stated) | -11 | · | -0.4 | 6 | -8 | -4 | 0 | 2 | · | 3
7 | C=CCn1c(-c2cc(OC)c(OC)c(OC)c2)n[nH]c1=S | 2 | 5 | · | 8 | 0 | 6 | -5 | -8 | -5 | 2
8 | COCCn1c(C)cc(C(=O)CN2C(=O)NC3(CCCCCC3)C2=O)c1C | 19 | 8 | 0.0 | 69 | 0 | 5 | 0 | -12 | -8 | -8
9 | CCN(CC)C(=O)c1c(-c2ccccc2)oc2ccc(OC)cc12 | 4 | 22 | -0.7 | 0 | -1 | 13 | -6 | -6 | -22 | -3
10 | CCOC(=O)N1CCN(C(=O)c2ccc3c(=O)n(Cc4ccccc4OC)c(=S)[nH]c3c2)CC1 | -6 | 10 | -0.8 | -6 | 1 | -5 | -5 | 4 | -10 | 0
11 | COc1cc(/C=C2\SC(=O)NC2=O)ccc1Oc1cnccn1 | -4 | 16 | -2.6 | 10 | 7 | 23 | 8 | 3 | -16 | 3
12 | Cc1nc(/C(N)=N/OC(=O)c2cccc(Cl)c2)c(C(F)(F)F)o1 | -8 | 1 | -2.2 | 4 | -4 | 0 | · | -1 | -1 | -2
13 | CC(=O)N1c2ccc(S(=O)(=O)N3CCC(C(=O)NCCc4ccc(Cl)cc4)CC3)cc2CC1C (configuration not stated) | -1 | 1 | -2.1 | -32 | -1 | -10 | -4 | -7 | -1 | -2
14 | CC(=O)N1CCN(c2ccc(NCc3cccs3)cc2)CC1 | -12 | -17 | -2.8 | 0 | -4 | -8 | -5 | -11 | 17 | -6
15 | O=C(O)c1cccc(COc2ccc(CO)cc2Cl)c1 | 15 | 10 | -1.9 | -104 | 0 | -4 | -12 | -25 | -10 | -5

Going on with the list.
cpd | molecule | PfHsp90 set2 | SR-BI DiI-HDL act | CAL PDZ FP-1 | MITF TRPM1 HTS | NSD2 inh | Rtt109 HAT inh | CAL PDZ FP-2 | PvdQ inh | SR-BI DiI inh | dFosB activator
16 | CN(C)S(=O)(=O)c1ccc2[nH]cc(/C=C/c3nc4ccccc4c(=O)n3-c3ccccc3)c2c1 | 3 | -3 | -0.7 | -20 | 6 | -5 | · | 0 | 3 | 3
17 | Cc1ccc(C2C3=C(CC(C)(C)CC3=O)N(CCN3CCOCC3)C3=C2C(=O)CC(C)(C)C3)cc1 | -5 | 26 | -0.4 | 1 | 2 | -180 | -3 | 1 | -26 | -1
18 | CN(C)CCN1C(=O)C(=O)/C(=C(/O)c2ccc(S(=O)(=O)N3CCOCC3)cc2)C1c1ccc(F)cc1 (configuration not stated) | 12 | 37 | -2.1 | 8 | -1 | -6 | -1 | -15 | -37 | 0
19 | Cc1ccc(C(=O)CSc2nc(N)cc(=O)[nH]2)cc1C | -22 | -19 | -0.7 | · | -2 | -6 | 2 | -4 | 19 | -10
20 | C/C=C/c1ccc(OCCCCN(C)Cc2ccccc2)c(OC)c1 | -16 | -10 | 0.5 | · | 39 | 2 | -3 | 1 | 10 | -5
21 | CCOC(=O)C1CCCN(C(=O)COC(=O)c2ccc(C#N)cc2)C1 (configuration not stated) | 2 | 6 | -1.4 | 6 | 1 | · | -1 | -8 | -6 | 8
22 | CC(C)NC(=O)c1c(O)c2ccccc2[nH]c1=O | 16 | 0 | -1.3 | 7 | -7 | -4 | · | -14 | 0 | -1
23 | CCc1ccc2c(c1)C(c1ccc([N+](=O)[O-])cc1)=NNC(c1ccc(F)cc1)=N2 | -18 | -42 | 0.3 | · | 0 | -7 | 0 | -28 | 42 | -5
24 | CCC(=O)NNC(=O)CCC(=O)Nc1cccc(Cl)c1C | -27 | 19 | -2.2 | -17 | 1 | -5 | 0 | 6 | -19 | -5
25 | CN1CCN(CC#CCC(O)(c2ccccc2)c2ccccc2)CC1 | -17 | · | -0.6 | · | 8 | -5 | -1 | -20 | · | 4
26 | CCc1[nH]nc(C(=O)N/N=C/c2ccncc2)c1C | -6 | 16 | 0.5 | 37 | 2 | 4 | -1 | -4 | -16 | -6
27 | O=C(Nc1c2ccccc2nc2ccccc12)C(Cl)(Cl)Cl | -18 | -5 | -0.7 | -12 | · | -78 | -6 | -2 | 5 | -7
28 | Cc1ccccc1NS(=O)(=O)c1ccc(C(=O)N2CCN(c3ccccn3)CC2)cc1 | -44 | -7 | 0.1 | -5 | -3 | 5 | · | -5 | 7 | -8
29 | CN1C(=O)C(/C(N)=N/NC(=O)c2ccccc2)C2CC1(C)Oc1ccccc12 (configuration not stated) | 7 | 17 | -1.2 | 9 | -2 | · | -2 | 2 | -17 | -5
30 | CCOc1ccc(CCNC(=O)CCS(=O)(=O)c2ccc(Br)cc2)cc1OCC | -8 | -46 | -0.7 | -1 | -3 | 2 | 6 | -15 | 46 | -8

Overlap with the part before: six compounds, followed by the next part.
cpd | molecule | PfHsp90 set2 | SR-BI DiI-HDL act | CAL PDZ FP-1 | MITF TRPM1 HTS | NSD2 inh | Rtt109 HAT inh | CAL PDZ FP-2 | PvdQ inh | SR-BI DiI inh | dFosB activator
25 | CN1CCN(CC#CCC(O)(c2ccccc2)c2ccccc2)CC1 | -17 | · | -0.6 | · | 8 | -5 | -1 | -20 | · | 4
26 | CCc1[nH]nc(C(=O)N/N=C/c2ccncc2)c1C | -6 | 16 | 0.5 | 37 | 2 | 4 | -1 | -4 | -16 | -6
27 | O=C(Nc1c2ccccc2nc2ccccc12)C(Cl)(Cl)Cl | -18 | -5 | -0.7 | -12 | · | -78 | -6 | -2 | 5 | -7
28 | Cc1ccccc1NS(=O)(=O)c1ccc(C(=O)N2CCN(c3ccccn3)CC2)cc1 | -44 | -7 | 0.1 | -5 | -3 | 5 | · | -5 | 7 | -8
29 | CN1C(=O)C(/C(N)=N/NC(=O)c2ccccc2)C2CC1(C)Oc1ccccc12 (configuration not stated) | 7 | 17 | -1.2 | 9 | -2 | · | -2 | 2 | -17 | -5
30 | CCOc1ccc(CCNC(=O)CCS(=O)(=O)c2ccc(Br)cc2)cc1OCC | -8 | -46 | -0.7 | -1 | -3 | 2 | 6 | -15 | 46 | -8
31 | O=C(Nc1ccc(Cl)cc1)Nc1ccc2c(c1)OCO2 | -3 | -7 | -0.3 | 63 | 0 | -3 | -2 | -4 | 7 | 2
32 | [O-]/[N+](=C\c1ccc(F)cc1)c1ccccc1 | -23 | -3 | -2.0 | 18 | 0 | -7 | -4 | -3 | 3 | 0
33 | CCCC(=O)n1nc(-c2cccnc2)nc1NCc1cccs1 | -50 | · | 0.2 | 8 | -2 | -15 | 6 | -9 | · | -12
34 | Cc1ccc(-c2cn(S(=O)(=O)c3cccc([N+](=O)[O-])c3)nc2N)cc1 | -12 | -18 | -0.4 | -5 | 1 | -1 | 9 | -1 | 18 | -2
35 | COc1ccc(S(=O)(=O)/C(C#N)=C/Nc2cccc(F)c2)cc1 | -8 | 21 | -0.4 | 7 | -3 | 6 | -6 | -16 | -21 | -1
36 | O=CNn1cnc2c(oc3nc(-c4ccccc4)cc(-c4ccco4)c32)c1=O | 12 | -23 | -1.0 | -11 | 4 | -7 | -8 | -5 | 23 | -9
37 | CC(=O)c1c(C)[nH]c(C(=O)Nc2nc(-c3ccc(Cl)cc3)cs2)c1C | 9 | -65 | -0.6 | -4 | -2 | -20 | -3 | -2 | 65 | 0
38 | Cc1ccc(CNCC2CCCO2)s1 (configuration not stated) | 9 | 11 | · | 3 | -1 | -2 | -1 | 13 | -11 | -1
39 | CCC(=O)c1ccc(N2CCN(C(=O)COc3ccccc3F)CC2)c(F)c1 | 21 | -46 | 0.4 | 0 | 17 | 0 | -1 | -5 | 46 | 3
40 | C/C(=C\C(=O)c1cccnc1)Nc1ccc(C)c(C)c1 | 15 | -14 | -0.7 | 104* | 14 | -3 | -3 | 1 | 14 | -1
41 | Cc1ccsc1/C=N/n1c(COc2ccccc2)n[nH]c1=S | -16 | 15 | 0.3 | 13 | 0 | 1 | 2 | -11 | -15 | -8
42 | CC1(C)NC(=O)N(CCOc2ccc([N+](=O)[O-])cc2)C1=O | -26 | 1 | -1.6 | 0 | 2 | 13 | · | -2 | -1 | -8
43 | CCCn1c(C)cc(C(=O)Cn2nnc3ccccc3c2=O)c1C | 11 | -24 | -1.4 | 67 | 5 | -5 | 4 | -4 | 24 | 3
44 | CCc1ccc(NC(=O)COC(=O)CN2C(=O)COc3ccccc32)cc1 | -23 | -2 | -1.1 | 7 | -2 | -11 | 0 | -12 | 2 | -1
45 | Cc1ccc(S(=O)(=O)N(c2nc(NC(C)C)nc(NC(C)C)n2)n2cnnc2)cc1 | 8 | 26 | -2.7 | -2 | -1 | 5 | 0 | -9 | -26 | -7

Continued.
cpd | molecule | PfHsp90 set2 | SR-BI DiI-HDL act | CAL PDZ FP-1 | MITF TRPM1 HTS | NSD2 inh | Rtt109 HAT inh | CAL PDZ FP-2 | PvdQ inh | SR-BI DiI inh | dFosB activator
46 | O=C(NCCCNc1ccc(C(F)(F)F)cc1[N+](=O)[O-])c1ccc(F)cc1 | -27 | -1 | 0.8 | 8 | 1 | -1 | -2 | -5 | 1 | -11
47 | COC(=O)c1cc2occc2n1CC(=O)Nc1ccc(OC)c(OC)c1OC | -3 | 17 | 0.3 | -4 | · | 0 | -4 | -7 | -17 | -1
48 | CC(C)(C)NC(=O)C(c1ccc(F)cc1)N(Cc1ccco1)C(=O)c1csnn1 (configuration not stated) | -82 | 6 | 0.6 | -7 | · | 5 | 24 | -7 | -6 | -2
49 | NC(=S)N/N=C1\CCSc2ccc(Cl)cc21 | -4 | -81 | -1.3 | · | -2 | 4 | · | -5 | 81* | -7

Screens deposited in PubChem by Broad Institute.
